Screens: PubChem BioAssay, Sanford-Burnham Center for Chemical Genomics
XBP1 UPR activ – adaptive UPR (XBP1) activation | activation, % at 20 µM | CHO-XBP1 luciferase reporter, IRE1-XBP1 UPR activation, luminescence; percent of tunicamycin response, DMSO as zero | 330,000 compounds, 0.33% hits;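 active = versus positive control, 20 µM dose yields 30% or more activation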;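 also: 100% = tunicamycin at 10 µg/mL and 0% = DMSO only wells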
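Assay system: IRE1-XBP1 luciferase reporter CHO line. Input: 1000 cells/well. Buffer or medium: F12 with 10% serum. Doses: 20 µM, 1% DMSO. Times: overnight seeding at 37 °C, 6 h compound treatment at 37 °C. Technique: Steady-Glo luciferase glow luminescence, 10 min after reagent addition.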
NR3A LBD binder – modulators (binders) of human NR3A ligand-binding domain; Tm shift relative to glycine control, % at 25 µM; AID 1259313; 340,000 compounds, 2.5% hits; NR3A LBD differential scanning fluorimetry, Tm shift; 0% = protein alone, 100% = glycine-bound protein;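 active = melting temperature shift of at least 10% of the positive control shift, at one fixed dose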
UPR CHOP act – activators of apoptotic arm of unfolded protein response (CHOP); CHO-CHOP luciferase reporter, UPR activation, luminescence; percent of tunicamycin response over DMSO baseline; 330,000 compounds, 0.34% hits; activation, % at 10 µM;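 active = at 10 µM dose, activation of 40% or more, normalized to positive control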;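 also: 100% = tunicamycin at 10 µg/mL and 0% = DMSO alone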
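System: CHO CHOP reporter cells. Amount: 500 cells per well. Buffer or medium: F12 medium, 10% FBS. Compound dosing: one dose, 10 µM in 0.5% DMSO. Incubation: 6 h compound exposure at 37 °C after overnight seeding. Technique: Steady-Glo luciferase luminescence. Benchmarks: tunicamycin and DMSO controls.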
Mdm2-MdmX inh – inhibitors of human Mdm2/MdmX interaction; SaOS-2 split-luciferase Mdm2/MdmX complementation, luminescence; inhibition, % at 8 µM; 330,000 compounds, 3% hits;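 active = inhibition of at least 50% at 8 µM in the primary screen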
TIM10 inh – TIM10 yeast growth inhibition. S. cerevisiae TIM10 strain growth, BacTiter-Glo luminescence, 24 h. inhibition, % at 10 µM. 330,000 compounds, 1.4% hits. AID 463195;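 active = inhibition of 40% or more at the single tested concentration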;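 also: wild-type TIM10 isogenic control strain grown at permissive 25 °C; 0% = DMSO yeast wells and 100% = minimal medium wells without yeast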
NLRP3 yeast inh – inhibitors of NALP3 inflammasome in yeast; Yeast reconstituted NLRP3/ASC/caspase-1, beta-gal luminescence, 24 h; inhibition, % at 10 µM; 330,000 compounds, 0.39% hits;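 active = inhibition of 50% or more; inactive = inhibition below 50%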;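 also: plate controls were induced DMSO wells for no effect and uninduced yeast grown without galactose for full effect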
tim10-1 inh – tim10-1 yeast growth inhibition | inhibition, % at 20 µM | S. cerevisiae tim10-1 ts strain growth, BacTiter-Glo, 24 h | 330,000 compounds, 2.2% hits;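 active = inhibition of at least 40%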;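 also: mutant grown at 25 °C; 0% = DMSO wells with yeast and 100% = wells holding no yeast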
APJ ag – APJ receptor agonism; P35414; CHO-K1 APJ PathHunter beta-arrestin, luminescence; 0% DMSO wells, 100% apelin; activation, % at 20 µM; 330,000 compounds, 0.11% hits; AID 2520;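 active = activation more than six SD over the plate average, tested at 20 µM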;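 also: 0% = DMSO alone and 100% = apelin-13 at 10 nM; some results filed as inactive read as strong as hits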
Target sequence (P35414 whole entry, looked up): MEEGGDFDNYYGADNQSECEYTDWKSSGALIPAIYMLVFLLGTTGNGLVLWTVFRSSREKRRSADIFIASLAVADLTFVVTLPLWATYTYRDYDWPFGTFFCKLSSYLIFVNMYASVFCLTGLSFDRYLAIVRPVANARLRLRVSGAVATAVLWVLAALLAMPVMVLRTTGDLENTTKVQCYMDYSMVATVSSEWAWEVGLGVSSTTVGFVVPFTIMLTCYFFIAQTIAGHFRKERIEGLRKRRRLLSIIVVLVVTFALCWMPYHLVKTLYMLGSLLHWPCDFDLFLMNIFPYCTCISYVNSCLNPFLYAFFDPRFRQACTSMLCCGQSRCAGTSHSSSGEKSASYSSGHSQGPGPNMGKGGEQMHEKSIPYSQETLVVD
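Incubation: overnight seeding, 90 min compound at 25 °C, 1 h detection; test system: PathHunter CHO-K1 APJ (AGTRL-1) beta-arrestin reporter cells; amount: 1000 cells/well; doses: one dose, 20 µM compound, 1% DMSO; measured by: beta-gal luminescence; measure: agonist-driven arrestin binding to APJ; benchmarks: negative DMSO alone, positive Apelin-13 at 10 nM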
tim23-1 inh – growth inhibitors of tim23-1 mutant yeast; S. cerevisiae tim23-1 growth, BacTiter-Glo luminescence, 24 h; inhibition, % at 20 µM; 330,000 compounds, 1.3% hits; AID 463212;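 active = growth inhibition of the mutant yeast at or above 50%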;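 also: temperature-sensitive mutant grown at 25 °C; plate controls were DMSO-treated mutant yeast for no effect and medium wells lacking yeast for full effect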
* hit, by the source's call; . = not tested or not shown.

Order of results: XBP1 UPR activ, NR3A LBD binder, UPR CHOP act, Mdm2-MdmX inh, TIM10 inh, NLRP3 yeast inh, tim10-1 inh, APJ ag, tim23-1 inh
COc1ccccc1NC(=O)CN(Cc1ccco1)C(=O)c1cc2ccccc2o1
→ 0.1, ., 0.8, -3.2, 18.9, 12.4, 11.2, -3.5, 22.6
O=C(CCN1CCCO1)NC1CCCc2c1cnn2-c1ccccc1F (stereo not given)
→ -2.4, -0.9, 1.3, 14.1, -1.0, -6.9, 8.0, -2.3, -3.9
CC(C)N1CCC(N2CCN(Cc3ccc(-c4ccc(Cl)cc4)o3)CC2CCO)CC1 (stereo not given)
→ 1.9, -1.5, 1.7, 12.1, -20.9, -8.4, -1.1, 4.6, 6.8
CC1=C(C(=O)OCc2ccccc2)C(c2ccc(Cl)cc2Cl)NC(=O)N1CCCCCC(=O)O (stereo not given)
→ -0.7, -1.7, -1.1, 4.9, 20.6, 4.2, 12.4, -2.2, 15.4
CCn1c(CS(=O)Cc2ccc(Cl)cc2Cl)nnc1SCc1c(Cl)cccc1Cl (stereo not given)
→ -3.2, -1.6, 1.1, 6.0, 29.3, 2.0, 23.5, -4.4, 25.0
CCc1nnc(N/N=C/c2cc(C)c(C)cc2C)n1N
→ -2.5, -0.8, 0.6, -1.6, -5.0, 3.4, 12.5, 1.5, 7.0
COc1ccnc(Nc2cccc(C)c2)c1C#N
→ 9.8, 0.4, -0.2, 15.9, -12.7, 4.2, 12.8, -2.0, 13.0
COc1ccccc1N(CC(=O)Nc1cc(S(=O)(=O)N(C)C)ccc1C)S(=O)(=O)c1cccs1
→ -1.4, -0.6, 1.2, -8.3, 5.9, 10.1, 10.7, -1.3, 14.0
CCOC(=O)C(NC=O)(NC(C)(C)C)C(=O)OCC
→ 2.8, 0.4, 1.4, 11.5, -0.9, 7.9, -4.5, 0.9, 13.0
O=C(c1ccco1)n1nc(-c2ccccc2)nc1SCc1ccccc1
→ 0.8, 4.9, 3.4, -73.9, 12.0, 24.9, 3.2, 4.2, 10.7
O=C(CCN1C(=O)COc2ccccc21)NCCN1CCOCC1
→ 4.1, -13.7, -2.2, 0.0, -9.3, 1.5, -15.3, 0.9, -6.4
CCOC(=O)N1CCN(C(=S)NC2CCCC2)CC1
→ 2.2, 1.6, 1.6, 6.9, 5.0, -5.1, 13.0, -4.0, -1.0
Cc1ccc(O)c(N=CC2=C(O)c3ccccc3C2=O)c1
→ 9.6, -12.1, 6.4, 25.1, 11.8, 6.6, 14.4, -1.6, 13.5
Cn1c(CCNC(=O)c2cccs2)nnc1SCC(=O)Nc1nc(-c2ccccc2)cs1
→ 1.0, 0.3, -0.5, -8.3, -4.9, 1.8, 5.2, -1.6, 8.8
CCN(C(=O)CSc1ncccn1)c1c(N)n(Cc2ccccc2)c(=O)[nH]c1=O
→ 1.4, 0.8, 0.6, -5.2, 7.4, 21.7, 2.6, 4.9, 11.6
COC(=O)C1CC(Cl)CN1c1ncc(C(F)(F)F)cc1Cl (stereo not given)
→ -0.5, 2.1, -0.9, 16.9, 10.7, 8.5, 5.3, -0.9, 2.8
CC(C)(C)c1cccc(Oc2nn[nH]n2)c1
→ -1.6, -0.2, -0.9, -8.0, 6.4, -8.4, 0.3, -2.0, 9.0
O=C(NC12CC3CC(CC(C3)C1)C2)N1CCN(c2ccccn2)CC1
→ 1.4, -0.1, 1.3, 21.9, 16.9, 18.2, 30.7, -2.9, 29.3
CN(C)Cc1c(O)ccc2[nH]cnc12
→ -2.8, 1.4, -2.5, 2.0, 3.1, 13.2, -9.0, 1.8, -0.1
CCOc1ccc(-n2c(=O)c3c4c(sc3n(CC(=O)NCC3CCCO3)c2=O)CCC4)cc1 (stereo not given)
→ -3.2, 0.9, 0.3, 5.3, -5.9, -12.5, -2.0, -2.6, 8.3
CC1CCCCN1S(=O)(=O)c1cccc2cccnc12 (stereo not given)
→ -3.1, -1.5, -0.7, 11.6, -7.1, 11.0, -5.9, 0.6, 3.9
O=C(Cc1c(Cl)cccc1Cl)NC1=NCCS1
→ -0.2, ., 7.6, 16.4, -2.4, -2.1, 27.2, -1.4, 26.1
CN(C)c1cccc(/C=C(\C#N)c2ccccc2)c1
→ 10.1, -5.2, 4.4, -42.4, 9.2, 18.6, 18.9, -0.7, 20.3
Cc1cccc(NC(=O)CSc2nc(-c3ccccc3)c(C#N)c(=O)[nH]2)c1C
→ 1.5, -11.2, -1.1, 10.5, 8.4, 13.5, 5.4, -2.6, 7.3
Cc1cc(C)c2c(n1)SCC(=O)N2CC(=O)Nc1c(C)cccc1C
→ 0.3, -0.8, -0.7, 11.7, 2.0, 15.9, 10.1, -3.2, 13.8
CCNC(=O)C(Sc1ccccc1)c1ccccc1 (stereo not given)
→ 0.8, -0.8, 1.1, -20.1, 12.9, -11.2, 24.2, 2.9, 15.4
COc1ccccc1/C=C/C1C(C(=O)OCC(C)C)=C(C)N=C2SCCC(=O)N21 (stereo not given)
→ -3.4, 0.8, 0.6, 18.1, 7.0, 16.1, 3.5, -2.9, 28.5
COc1ccc2nc3c(cc2c1)c(NC(=O)c1cccs1)nn3CC(C)C
→ -2.2, -2.8, 2.4, -13.6, 15.3, 18.2, 2.2, 16.3, 39.7
CCOc1cccc(C(=O)Nc2ccccc2OC(F)F)c1
→ 1.4, -0.8, 1.5, 9.3, 8.6, 24.2, 13.0, -1.8, 22.5
COc1ccccc1/C=C/CN1CCC(Oc2ccc(C(=O)N3CCCC3)cc2)CC1
→ -4.7, 4.6, 0.7, 21.7, 2.7, 18.1, 4.0, -3.7, -1.6

(next part)
Order of results: XBP1 UPR activ, NR3A LBD binder, UPR CHOP act, Mdm2-MdmX inh, TIM10 inh, NLRP3 yeast inh, tim10-1 inh, APJ ag, tim23-1 inh
C/C(=N\NC(=O)c1c(Cl)cnn1C)c1cccc(NC(=O)C(C)C)c1
→ -1.7, -2.4, 1.7, -1.5, 6.0, 14.3, -6.9, -0.9, 5.2
CC(C)Oc1ccccc1NC(=O)CSc1nc2ccccc2c(=O)n1C
→ -4.9, -3.2, 1.4, 9.8, -15.6, 15.7, -26.0, 0.1, 16.5
CCC(C)N(C(=O)COc1ccc(-c2nnco2)cc1)C1CCS(=O)(=O)C1 (stereo not given)
→ -2.9, 1.6, 0.4, -7.8, 4.4, -3.2, 5.4, -3.0, 11.9
C=CCNC(=O)CNS(=O)(=O)c1ccc(F)cc1
→ -3.2, -0.4, -0.8, 9.3, -10.2, 12.0, -3.7, 1.1, -6.4
COc1ccc(C(=O)C2CCCN(C(=O)c3ccnn3C)C2)c(C)c1 (stereo not given)
→ -3.2, 0.3, 1.6, -17.9, -1.3, -2.5, -3.0, -2.8, -4.4
COC(=O)Nc1[nH]ncc1[N+](=O)[O-]
→ -0.1, -0.6, 0.0, -9.1, 10.4, 4.3, 1.0, -2.2, 13.2
OCC1(Cc2cccc(Cl)c2)CCCN(Cc2ccc(F)c(F)c2)C1 (stereo not given)
→ 0.6, -0.2, -0.5, -7.9, 11.7, 26.0, 3.1, -1.8, 25.5
O=C(Nc1ccc(NC(=O)c2cc3ccccc3o2)cc1)c1ccco1
→ 0.9, 25.8*, 2.4, -22.6, 13.5, 12.0, -27.7, -1.3, -0.6
COc1ccccc1C(=O)NC(CCSC)C(=O)OCC(=O)NC(=O)NCc1ccco1 (stereo not given)
→ -4.9, 3.9, -0.2, 10.8, 8.4, -2.8, 13.0, -0.7, 21.6
Cc1cnc(SCCc2ccncc2)nc1C
→ -4.5, ., -0.1, 16.4, 0.3, 20.3, 23.2, -1.2, 2.6
Fc1ccc2c(c1)C(c1ccncc1)=NNC(c1ccc(Br)cc1)=N2
→ -1.9, -2.0, 0.3, 25.0, 4.4, -10.8, -0.7, -2.4, 15.0
CC(=O)NC(Cc1ccccc1)C(=O)N1CCN(C(=O)c2ccco2)CC1 (stereo not given)
→ -2.8, -17.0, -2.4, 21.5, -18.4, -8.9, 5.8, -3.6, -1.1
CCOCCCNC(=O)C1CCCN(S(=O)(=O)CC)C1 (stereo not given)
→ -4.3, -3.3, -1.7, 5.7, 6.4, 7.1, 7.2, -2.5, 8.0
COC(=O)c1ccc(N(C(=O)CNC(=O)c2ccco2)C(C(=O)NCC2CCCO2)c2ccc(OC)c(OC)c2)cc1 (stereo not given)
→ 1.0, -0.6, 1.0, -1.6, 9.9, -12.7, 4.6, -2.5, 14.8
CCC(CC)C(=O)Nc1cccc(C(=O)c2ccccc2)c1
→ 3.1, 0.3, -1.4, 9.7, 9.6, -18.7, 27.2, -4.7, 33.1
COCCCN1C(=O)c2[nH]nc(-c3ccccc3O)c2C1c1ccc(Cl)cc1 (stereo not given)
→ 1.9, -10.0, -0.2, 28.5, 17.0, 8.5, 26.3, -3.3, 24.7

Records above printed as active in NR3A LBD binder.
mol	NR3A LBD binder	Mdm2-MdmX inh	NLRP3 yeast inh
O=C(Nc1ccc(NC(=O)c2cc3ccccc3o2)cc1)c1ccco1	25.8*	-22.6	12.0

Five compounds already listed, sorted by length of the SMILES, smallest number first:
Order of results: XBP1 UPR activ, NR3A LBD binder, UPR CHOP act, Mdm2-MdmX inh, TIM10 inh, NLRP3 yeast inh, tim10-1 inh, APJ ag, tim23-1 inh
C=CCNC(=O)CNS(=O)(=O)c1ccc(F)cc1
→ -3.2, -0.4, -0.8, 9.3, -10.2, 12.0, -3.7, 1.1, -6.4
CCC(CC)C(=O)Nc1cccc(C(=O)c2ccccc2)c1
→ 3.1, 0.3, -1.4, 9.7, 9.6, -18.7, 27.2, -4.7, 33.1
CC(C)Oc1ccccc1NC(=O)CSc1nc2ccccc2c(=O)n1C
→ -4.9, -3.2, 1.4, 9.8, -15.6, 15.7, -26.0, 0.1, 16.5
O=C(Nc1ccc(NC(=O)c2cc3ccccc3o2)cc1)c1ccco1
→ 0.9, 25.8*, 2.4, -22.6, 13.5, 12.0, -27.7, -1.3, -0.6
COc1ccc(C(=O)C2CCCN(C(=O)c3ccnn3C)C2)c(C)c1 (stereo not given)
→ -3.2, 0.3, 1.6, -17.9, -1.3, -2.5, -3.0, -2.8, -4.4
